TEAD-YAP block – TEAD-YAP interaction inhibition; HEK-TIYL cells, TEAD-Gal4/YAP UAS-luciferase luminescence; inhibition, % at 9.12 µM; 1.4% of 640,000 active; AID 1259422; in the data active = inhibition above about 32%;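 also: 0% = median of test compound wells and 100% = reference inhibitor wells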
FBW7 act – activators of human E3 ligase FBW7 | Q969H0 | AlphaScreen FBW7–phospho-cyclin E peptide binding, activator screen | normalized activity (activation), % at 26.1 µM | 0.13% of 650,000 active | AID 1259310; in the data active = normalized activity above about 1.9%;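 also: purified mutant Fbw7 with reduced substrate affinity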
GPR151 activ – activators of human GPR151; Q8TDV0; PathHunter beta-arrestin GPR151 cells, luminescence; activation, % at 11.2 µM; 1% of 650,000 active; AID 1508602; in the data active = activation above about 4.9%;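 also: 0% = median of compound wells and 100% = cells with positive control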
Target sequence (Q8TDV0 whole entry, looked up): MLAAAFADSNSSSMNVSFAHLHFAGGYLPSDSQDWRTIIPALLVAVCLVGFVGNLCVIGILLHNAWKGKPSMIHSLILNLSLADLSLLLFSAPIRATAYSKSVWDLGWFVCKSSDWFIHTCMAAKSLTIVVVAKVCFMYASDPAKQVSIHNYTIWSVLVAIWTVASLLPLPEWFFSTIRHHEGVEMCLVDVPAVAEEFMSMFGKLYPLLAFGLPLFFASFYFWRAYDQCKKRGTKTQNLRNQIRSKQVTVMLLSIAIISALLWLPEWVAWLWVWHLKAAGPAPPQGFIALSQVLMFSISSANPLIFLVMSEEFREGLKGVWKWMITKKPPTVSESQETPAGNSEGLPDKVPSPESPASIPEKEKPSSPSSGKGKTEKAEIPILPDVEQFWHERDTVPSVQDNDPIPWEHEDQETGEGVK
MITF inh – human MITF inhibition, primary screen; AID 1259374; 0.91% of 650,000 active; inhibition, % at 2.6 µM; O75030; AlphaScreen MITF homodimerization, bead proximity signal; in the data active = inhibition above about 50%;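 also: 0% = vehicle wells with protein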
* hit, by the source's call. Outcome played no part in choosing rows; any-hit rate near 3.4%.

molecule	TEAD-YAP block	FBW7 act	GPR151 activ	MITF inh
O=C(/C=C(\c1ccc(Cl)cc1)n1cncn1)c1ccc(Cl)cc1	2	0.7	0.5	17
O=C(NCc1cccnc1)c1ccc(Cn2c(=S)[nH]c3ccsc3c2=O)cc1	-6	0.0	4.4	7
COc1ccccc1/C=c1/sc2nc(-c3ccccc3OC)nn2c1=O	-13	0.3	1.4	-6
COc1ccc2c(c1)c1nc(SC)n(C)c(=O)c1n2C	-5	0.1	2.6	9
CC(C)NC(=O)Cn1ccc2ccc(C#N)cc21	-3	0.1	0.9	-6
CC(=O)Nc1ccc(Nc2nccn3c(-c4cccc(F)c4)cnc23)cc1	-3	0.7	-0.6	15
Cc1[nH]c(=O)[nH]c(=O)c1CSCC(=O)OCC(=O)c1ccccc1	0	0.1	-0.7	5
CCn1c(COc2cccc(OC)c2)nnc1SCC(=O)NC(C)(C)C	-3	0.1	1.5	11
COc1ccc(CCNc2nc(OC)nc(-c3csc4ccccc34)n2)cc1	6	-0.1	1.3	0
N#CC1=C(N)OC2=C(C(=O)CCC2)C1c1ccc(OCc2cccc([N+](=O)[O-])c2)cc1 (stereo not given)	1	0.0	-0.2	13
O=C1OC(c2cccc(I)c2)=N/C1=C\c1ccc(F)cc1	12	0.2	-0.8	9
CN1C(=O)C2(c3ccccc31)C(C(=O)NCc1ccccc1)CC1CCCN12 (stereo not given)	-7	0.0	-0.2	3
CN1/C(=C\C=N\NC2=NCCCCC2)C(C)(C)c2ccccc21	10	-0.2	-0.1	-12
C=CCOc1ccc(/C=C2\C(=O)N(CCCOC)C(C)=C2C(=O)OC)cc1OC	1	-0.3	0.0	3
O=C1N[C@@H](Cc2c[nH]c3ccccc23)C(=O)N2C[C@@H](NCc3ccccc3Cl)C[C@@H]12	-13	-0.1	0.9	-3
CC(=O)N1CCN(Cc2ccc3c(c2)CN(C(=O)c2nonc2C)CCO3)CC1	3	-0.1	2.3	-6
Cc1ccc(S(=O)(=O)NCC2(c3ccc(F)cc3)CC2)c(C)c1	-11	0.0	1.2	0
N#Cc1ccccc1NC(=O)Nc1cccs1	-5	-0.1	-0.1	-11
Cc1ccc(-n2cc(-c3ccccc3)c3c(NCc4ccccn4)ncnc32)cc1	4	-0.3	0.8	6
Cc1ccc(-c2csc3nc(C)n(-n4c(C)ccc4C)c(=O)c23)o1	7	0.0	-0.5	10
O=C(N/N=C/c1cccs1)c1ccc(NC(=O)c2cccc([N+](=O)[O-])c2)cc1	12	0.6	0.2	12
CC(C)N(C(=O)CN1C(=O)NC(Cc2ccccc2)(Cc2ccccc2)C1=O)C(C)C	-1	-0.1	-1.2	-9
COC(=O)/C(C#N)=C/c1ccc(OC)c(OC)c1OC	-4	-0.1	-0.3	-6
O=C(CCCCCn1c(=S)[nH]c2cc3c(cc2c1=O)OCO3)NC1CCCCC1	3	0.1	-0.9	14
O=[N+]([O-])c1ccc(N2CCN(c3ccc([N+](=O)[O-])cc3[N+](=O)[O-])CC2)cc1	-3	0.0	-0.2	-8
CCOCCCn1c(=N)c(C(=O)NCc2cccnc2)cc2c(=O)n3cc(C)ccc3nc21	7	-0.2	-1.2	0
C=CCN1C(=O)C(O)(C(C)C(=O)c2ccccc2)c2ccccc21 (stereo not given)	8	0.0	0.6	4
Cc1nnc2n1NC(c1ccccc1)C(C(=O)Nc1cccc(Cl)c1)S2 (stereo not given)	16	0.0	0.2	13
O=C(CCN1C(=O)C2C3CCC(C3)C2C1=O)Nc1cccc(Cl)c1 (stereo not given)	-17	0.1	0.1	-1
CN1CC(=O)N2CCN(S(=O)(=O)c3ccc4ccccc4c3)C[C@@H]2C1=O	5	0.3	1.0	17
O=C(c1cc(Br)cs1)n1cccn1	10	-0.1	0.7	-15
O=C(Cc1ccc(F)cc1)c1ccc(O)cc1O	3	0.3	-1.9	23
COc1ccc2nc(N3CCC(C(=O)NCCCN4CCOCC4)CC3)sc2c1	-21	0.1	0.0	1
CCOCCn1cnc2sc(C(=O)Nc3ccc(OCC)cc3)c(C)c2c1=O	-8	0.1	0.4	0
OCCC1CN(Cc2ccccc2)CCN1Cc1ccc(F)c(F)c1 (stereo not given)	2	-0.1	1.8	0
CCOC(=O)C1=C(C)N=c2s/c(=C\c3ccc(OC)c(OC)c3)c(=O)n2C1c1cccc(OC)c1 (stereo not given)	-6	0.0	0.1	6
O=C(O)c1ccc(/C=C2/NC(=O)N(c3ccc(Cl)cc3)C2=O)cc1	-7	-0.1	0.7	-20
CC(=O)NCc1nnc2n1CCN(Cc1cccc3ncccc13)CC2	-14	0.1	-0.2	18
CCOCc1cnc(C)nc1NCC(=O)c1c(C)n(C)c2ccc(OC)cc12	1	0.1	-0.1	-8
O=c1c2ccccc2[nH]c(=S)n1C1CCN(Cc2ccccc2)CC1	9	0.2	2.5	11
Nn1c(SC2CCCCC2=O)nnc1C1CCCCC1 (stereo not given)	-2	0.8	-1.6	9
CC(=O)c1cccc(-c2cc(C(=O)NCc3nc4ccccc4[nH]3)ccn2)c1	-5	0.1	0.5	-2
O=C1/C(=C\c2ccccc2F)SC(=S)N1CN1CCOCC1	-11	-0.2	-0.5	10
CC(C)c1cc(NCCOCCO)n2c(nc3ccccc32)c1C#N	9	0.3	-1.2	15
COc1ccccc1NC(=O)CSc1ncc(-c2ccccc2)n1CC1CCCO1 (stereo not given)	6	-0.1	0.4	-12
COC(=O)/C(=C1/Oc2ccc(C)cc2S1)C(F)(F)F	-19	0.1	-0.5	-1
O=c1[nH]c(/C=C/c2cc(Br)ccc2F)c([N+](=O)[O-])c(=O)[nH]1	3	0.0	-1.3	9
CCOc1ccc(/C(O)=C2/C(=O)C(=O)N(CCCN3CCOCC3)C2c2ccc(N(C)C)cc2)c(C)c1 (stereo not given)	1	0.2	-0.2	18
Cc1ccc(C)c(OCc2cc(C(=O)N3CCC(N4CCCC(O)C4)CC3)no2)c1 (stereo not given)	-7	0.0	0.2	-3
O=C(Nc1nc2c(s1)CCc1ccccc1-2)c1ccc(S(=O)(=O)N2CCCCC2)cc1	3	-0.1	-0.1	15

Continued:
molecule	TEAD-YAP block	FBW7 act	GPR151 activ	MITF inh
CN(Cc1cccc(OC2CCN(C(=O)/C=C/c3cccc(F)c3)CC2)c1)Cc1ncc[nH]1	5	1.3	3.5	21
O=c1c2cccnc2[nH]c(=S)n1CCCN1CCN(c2ccc(F)cc2)CC1	-8	-0.1	0.7	-2
CCOc1cc(/C=C2/C(=N)N3N=C(C(F)(F)F)SC3=NC2=O)ccc1OCCSc1ccc(Cl)cc1	13	-0.4	-0.7	-6
COc1ccccc1CNc1ccc2c(c1)nc(C)n2C	-47	-0.4	-1.3	3
COC(=O)CSc1ncnc2c1nnn2Cc1ccc(F)cc1	1	-0.1	0.3	10
CC(C)CC(NC(N)=O)C(=O)OCC(=O)Nc1ccc2c(c1)OCCO2 (stereo not given)	7	0.0	1.4	-4
CS(=O)(=O)c1cncnc1C1CCCN(C(=O)Cc2ccc(F)cc2)C1 (stereo not given)	-14	0.3	-1.1	11
O=C(Nc1ccc(Br)cc1)c1ccc(F)c(S(=O)(=O)NCc2ccco2)c1	43*	-0.1	-0.4	-4
Nc1cc(C(F)(F)F)ccc1NC1CCCCC1	-16	0.1	-1.8	0
O=C(Cn1nc(C2CC2)cc1C(=O)N1CCCC1)Nc1ccccc1Cl	3	0.1	-0.8	-3
COc1ccccc1C1=NOC(C(=O)N2CCCC2)C1 (stereo not given)	-15	0.0	1.9	12
CCN(CC)Cc1c(C(=O)N2CCc3ccccc3C2)nc2ccc(Cl)cn12	-9	0.1	0.6	3
COCCN1CCN(C(=O)c2cnn(-c3nccc(-c4cc5ccccc5o4)n3)c2C)CC1	-8	-0.1	0.1	-10
CC1CCCC(NC(=O)C2N(CCN3CCCCC3)C(=O)C3C(C(=O)Nc4ccc(Cl)cc4)C4C=CC32O4)C1C (stereo not given)	-5	0.1	1.0	1
CCOC(=O)c1nnn(CC(=O)Nc2ccc(OC)c(OC)c2)c1C(=O)OCC	9	0.5	3.6	11
Cc1cc(NC(=S)NCc2ccccc2)n[nH]1	20	-0.1	0.7	5
CCCCCCNc1nc(Nc2ccc(I)cc2C)nc(OCC)n1	6	0.6	-0.8	15
CC(=O)N1[C@@H](c2ccccc2)SC[C@H]1C(=O)O	-6	0.1	1.7	-2
CCO/N=C/c1ccc(OC)c(Oc2nc(OC)cc(OC)n2)c1	2	0.2	-0.7	2
Cc1ccc(NC(=O)CO/N=C(\N)c2ccccc2)cc1C	2	0.0	0.4	-7
CCCC(=O)Nc1nnc(COc2ccc(C(C)(C)C)cc2)s1	-9	0.0	0.5	15
CCN(CC)c1ccc(NC(=O)COc2ccc(C)c(C)c2)cc1	3	-0.2	0.2	16
COc1ccc(-c2c(C)nn3c(N4CCN(C(C)=O)CC4)cc(C)nc23)cc1	19	0.1	0.3	-5
COc1ccc(OC)c(CNn2c(-c3cccc(C)c3)nc3ccccc3c2=O)c1	3	-0.1	-0.6	5
Cc1ccc(CSCC2Nc3ccc(C(=O)NCCc4ccccc4)cc3NC2=O)cc1 (stereo not given)	-3	0.0	1.5	14
O=C(CN(C(=O)Cn1nnc(-c2ccc(F)cc2)n1)C1CCCC1)NC1CCCC1	7	-0.2	0.6	4
Cc1nc(-c2ccc(F)cc2)sc1-c1ccc(SCC(=O)N2CCC(C)CC2)nn1	-6	-0.2	1.8	0
CC1CCCN(c2ccc3nc4ccccc4c(=O)n3n2)C1 (stereo not given)	71*	0.4	-4.3	9
O=S1(=O)N=C(N/N=C/c2ccccc2)c2ccccc21	-8	-0.2	0.2	-20
Cc1ncsc1C(=O)N1CCCC(CNS(=O)(=O)c2cccs2)C1 (stereo not given)	1	0.1	0.8	-9
OC(CN1CCN(c2ccc(F)cc2)CC1)c1ccc2c(c1)CCN2 (stereo not given)	-1	0.1	-0.5	-11
Cc1ccc(-c2nnc(NC(=O)C3CCCCC3)s2)cc1	-23	0.1	-0.7	15
Cc1ccc(OC(=O)c2ccc([N+](=O)[O-])cc2)cc1	-7	-0.1	-0.8	17
COc1ccccc1-n1nc(C(=O)Nc2ccc(F)cc2Cl)c2ccccc2c1=O	-5	0.3	2.3	10
COc1ccc(C(=O)Nc2ccccc2O)cc1Cl	-38	0.0	-0.5	3
Cc1cc2c(c(-c3cnccn3)c1)OC(CNC(=O)c1ocnc1C)C2 (stereo not given)	8	-0.2	0.5	-19
CCNC(=O)c1cc2sccc2n1CC(=O)c1ccccc1	6	0.3	-0.1	9
Cc1cc(C(=O)COC(=O)c2ccc(O)cc2O)c(C)n1-c1ccc2c(c1)OCO2	2	-0.1	5.3*	-1
O=C(O)COc1ccc(/C=N/O)cc1Br	1	0.0	1.5	-8
COc1ccc(C2(O)CSC3=C(C#N)C(c4ccc(C)cc4)CC(=O)N32)cc1OC (stereo not given)	-5	0.0	-1.0	-5
COc1ccc(N2CCN(S(=O)(=O)c3ccc(F)c(C(=O)Nc4ccc(Cl)c(Cl)c4)c3)CC2)cc1	5	0.1	0.5	21
O=C1CSc2cc(S(=O)(=O)CCC(=O)N3CCc4ccccc43)ccc2N1	-8	-0.1	-2.0	-13
O=C(CSc1nc2ccccc2c(=O)n1CCCN1CCCCC1)Nc1nccs1	42*	0.0	0.8	5
O=C(Nc1ncc(-c2ccccc2)s1)c1ccc(S(=O)(=O)N2CCCCC2)cc1	0	0.1	-0.1	12

Compound activity (PubChem BioAssay)
